BoNT-F LC inh = BoNT F light chain protease inhibition. Multiplex microsphere protease cleavage assay, flow cytometry. inhibition, % at 10 µM. 0.22% of 360,000 active. AID 588497; in the data active = inhibition above about 35%, passing the limit was not always enough; inconclusive = no clear call, values can overlap the other calls; also: plate controls were buffer without enzyme for full effect and enzyme alone for no effect
Mtb BioA inh = blocks M. tuberculosis BioA enzyme activity; AID 602481; inhibition, % at 9.99 µM; 0.096% of 360,000 active; purified M. tuberculosis BioA enzyme, plate reader; in the data active = inhibition above about 40%; inconclusive = no clear call, values can overlap the other calls
PfHsp40 yeast = rescue of PfHsp40-mediated yeast toxicity | growth rescue, % at 12.5 µM | 0.68% of 340,000 active | S. cerevisiae expressing PfHsp40, growth rescue, ATP luminescence; in the data active = growth rescue above about 28%, passing the limit was not always enough; inconclusive = no clear call, values can overlap the other calls;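 also: yeast W303a lacking pdr1 and pdr3 grown in galactose medium; growth measured after three days at 30 °C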
Anthrax LF prot = anthrax lethal factor protease inhibition; P15917; multiplex microsphere protease cleavage assay, LF; inhibition, % at 10 µM; 0.12% of 360,000 active; AID 588501; also: plate controls were buffer without enzyme for full effect and enzyme alone for no effect
BoNT A protease = inhibitors of Botulinum neurotoxin A light chain protease | multiplex microsphere protease substrate cleavage, flow cytometry | inhibition, % at 10 µM | 0.17% of 360,000 active | AID 588499; also: plate controls were buffer without enzyme for full effect and enzyme alone for no effect
Mtb FBA inh = Mtb fructose-bisphosphate aldolase inhibition; 2.3% of 360,000 active; purified M. tuberculosis FBA, fluorescence read-out; inhibition, % at 1 µM; P9WQA3; in the data active = inhibition above about 27%;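 also: 0% = vehicle and 100% = reference inhibitor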
Target sequence (P9WQA3 whole entry, looked up): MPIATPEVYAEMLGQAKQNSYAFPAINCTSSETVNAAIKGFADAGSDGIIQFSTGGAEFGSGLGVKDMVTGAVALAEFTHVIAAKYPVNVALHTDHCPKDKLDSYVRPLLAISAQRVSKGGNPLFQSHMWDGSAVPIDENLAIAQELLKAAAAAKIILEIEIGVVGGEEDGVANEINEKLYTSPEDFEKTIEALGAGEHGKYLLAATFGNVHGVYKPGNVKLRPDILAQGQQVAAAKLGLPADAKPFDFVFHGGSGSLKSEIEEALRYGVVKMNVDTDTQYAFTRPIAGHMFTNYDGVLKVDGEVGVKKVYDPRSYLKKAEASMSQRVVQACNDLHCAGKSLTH
FadD28 binding = blocks FadD28 binding to the bisubstrate probe | fluorescence polarization | inhibition, % at 12.5 µM | 0.22% of 360,000 active | AID 588549; in the data active = inhibition above about 8.5%, passing the limit was not always enough; inconclusive = no clear call, values can overlap the other calls
Mtb UGM inh = inhibitors of M. tuberculosis UDP-galactopyranose mutase; 0.06% of 320,000 active; purified UGM, fluorescence polarization probe displacement; inhibition, % at 10 µM; AID 504406; in the data active = inhibition above about 10%, passing the limit was not always enough; inconclusive = no clear call, values can overlap the other calls
Target sequence (P9WIQ1 whole entry, looked up): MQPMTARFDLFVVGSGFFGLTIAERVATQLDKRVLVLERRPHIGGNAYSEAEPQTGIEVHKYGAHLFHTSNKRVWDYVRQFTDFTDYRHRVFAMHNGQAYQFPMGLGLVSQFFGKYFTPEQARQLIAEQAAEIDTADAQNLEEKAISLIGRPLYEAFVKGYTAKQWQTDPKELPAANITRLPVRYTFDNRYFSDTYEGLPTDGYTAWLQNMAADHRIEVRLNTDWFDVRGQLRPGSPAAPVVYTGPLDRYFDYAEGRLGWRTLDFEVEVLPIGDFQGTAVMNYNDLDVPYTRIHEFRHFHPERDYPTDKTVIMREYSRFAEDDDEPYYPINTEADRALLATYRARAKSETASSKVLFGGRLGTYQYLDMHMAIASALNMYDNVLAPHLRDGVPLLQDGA
GDH-TPI counter = GDH-TPI coupled enzyme inhibition counter-screen; GDH-TPI coupled enzyme counterscreen, NADH absorbance; inhibition, % at 4.8 µM; 1.2% of 360,000 active; in the data active = inhibition above about 30%;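 also: 0% = DMSO wells and 100% = wells lacking the enzyme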
The depositor's hits bear a star; ? = inconclusive; . = not tested or not shown. Rule as the data show it, unless noted: active = inhibition above about 30%; inconclusive = no clear call, values can overlap the other calls; inactive = below that.

The opening five entries, to show the layout:
SMILES	BoNT-F LC inh	Mtb BioA inh	PfHsp40 yeast	Anthrax LF prot	BoNT A protease	Mtb FBA inh	FadD28 binding	Mtb UGM inh	GDH-TPI counter
O=C(c1cccc(S(=O)(=O)N2CCOCC2)c1)N1CCN(S(=O)(=O)c2cccc([N+](=O)[O-])c2)CC1	3	-1.0	1.2	-1	0.7	-1	-5.3	.	-6
Cc1ccc(C(=O)NCCN2CCCC2)cc1	-11	0.5	0.0	-2	-0.1	-1	-1.1	-0.6	3
Cc1cccc(C(=O)O/N=C(/c2ccccc2)c2ccncc2)c1	-7	1.5	0.4	-3	-0.9	0	0.3	3.4	-3
CCCCn1c(N)c(N(CCC(C)C)C(=O)c2c(CC)noc2C)c(=O)[nH]c1=O	4	-1.4	.	-4	0.1	-2	0.6	.	5
Cc1c(Br)c([N+](=O)[O-])nn1C(C)C(=O)Nc1ccc2c(c1)OCO2 (configuration not stated)	-22	0.2	0.6	-14	-0.4	1	-1.4	2.5	14

This part in full, repeating the preview:
SMILES	BoNT-F LC inh	Mtb BioA inh	PfHsp40 yeast	Anthrax LF prot	BoNT A protease	Mtb FBA inh	FadD28 binding	Mtb UGM inh	GDH-TPI counter
O=C(c1cccc(S(=O)(=O)N2CCOCC2)c1)N1CCN(S(=O)(=O)c2cccc([N+](=O)[O-])c2)CC1	3	-1.0	1.2	-1	0.7	-1	-5.3	.	-6
Cc1ccc(C(=O)NCCN2CCCC2)cc1	-11	0.5	0.0	-2	-0.1	-1	-1.1	-0.6	3
Cc1cccc(C(=O)O/N=C(/c2ccccc2)c2ccncc2)c1	-7	1.5	0.4	-3	-0.9	0	0.3	3.4	-3
CCCCn1c(N)c(N(CCC(C)C)C(=O)c2c(CC)noc2C)c(=O)[nH]c1=O	4	-1.4	.	-4	0.1	-2	0.6	.	5
Cc1c(Br)c([N+](=O)[O-])nn1C(C)C(=O)Nc1ccc2c(c1)OCO2 (configuration not stated)	-22	0.2	0.6	-14	-0.4	1	-1.4	2.5	14
CC1=C(C(=O)Nc2ccc(C(=O)NC(C)c3ccccc3)cc2)SCCO1 (configuration not stated)	0	-0.9	-0.4	-4	0.2	0	0.1	1.8	-2
O=C(Cc1ccccc1)c1c[nH]c(C(=O)NCCCN2CCOCC2)c1	3	-16	-0.4	0	0.5	5	0.1	-3.8	6
COC(=O)[C@@]1(Cc2ccc(F)cc2)[C@@H]2[C@@H](CC(=O)[C@H]2CC(=O)C(=O)N(C)C)CN1C(=O)c1ccccc1	2	-0.1	-1.7	0	0.0	3	-1.9	0.7	-9
C/C(N)=C(/C#N)C(=O)COC(=O)c1ccccc1Oc1ccccc1	-3	-0.1	0.1	-5	-0.3	0	-2.1	-0.1	7
COc1cc(OC)c(C(=O)OCC(=O)NC2CCCC2)cc1OC	0	1.1	-0.4	-5	-0.3	1	-1.6	-1.8	-8
COC(=O)Nc1nc(-c2ccccc2)c(C(=O)c2ccc(Cl)cc2)s1	1	-1.1	3.5	-5	-0.8	-2	0.0	-0.6	19
CN(C)CC(O)CN1C(=O)NC(C)(C)C1=O (configuration not stated)	-1	.	0.1	1	0.1	2	-0.9	-0.5	4
O=c1c([N+](=O)[O-])c(N2CCCCC2)c2ccccc2n1-c1ccccc1	4	-1.0	0.0	-1	0.7	4	0.7	-0.2	3
O=C1[C@H]2[C@@H](c3ccc(F)cc3)N3C(=O)N(c4ccc(C(F)(F)F)cc4)C(=O)[C@@]3(Cc3ccccc3)[C@H]2C(=O)N1C1CCCCC1	0	-2.4	3.7	-8	-0.5	-1	-4.1	2.5	9
COCCNC(=S)N1CCC2CC1c1c(Cl)cccc12 (configuration not stated)	0	1.9	.	-3	0.1	2	-4.4	.	-16
CCCOc1ccc(C2Nc3cccc4cccc(c34)N2)cc1	-20	-2.3	-1.3	-17	1.0	-1	-3.7	-1.5	16
COc1ccc2nc(SCC(=O)NC(C)C)[nH]c2c1	5	.	-0.9	-4	0.5	-2	-0.7	-0.5	-1
Cn1c(=NN=Cc2ccccc2OCCO)sc2ccccc21	-6	-1.3	.	-6	-0.1	3	-2.7	.	32*
COc1cc2c(=O)n(CCC(=O)NCC3CCCO3)c(=O)n(CC(=O)Nc3ccc(C)cc3)c2cc1OC (configuration not stated)	-26	.	0.1	1	-6.0	8	0.7	-1.4	7
Cc1ccnc(NS(=O)(=O)c2cc([N+](=O)[O-])ccc2C)c1	-3	.	-0.4	0	-0.1	-2	-1.5	3.3	7
C=CCC(C(=O)OC)(C(=O)OC)c1ccc([N+](=O)[O-])cn1	-2	1.0	-0.3	2	?	2	1.5	0.6	5
CN1/C(=C/C=C(/C#N)C(N)=O)C(C)(C)c2ccccc21	11	-2.2	-1.0	0	0.6	-50	-0.1	-0.6	-1
COc1ccc(NC(=O)Cn2c(C(C)C)nc(C)cc2=O)cc1Cl	-1	.	-1.8	-3	-0.4	2	-2.2	3.8	3
CCc1nnc(NS(=O)(=O)c2ccc(NC(=O)CCC(=O)OC)cc2)s1	?	-1.5	-0.3	5	3.2	0	-2.1	2.1	-14
CN1CCN(S(=O)(=O)c2ccc(Nc3cccc(Cl)c3)c([N+](=O)[O-])c2)CC1	-9	0.7	-0.1	-12	0.0	-1	-1.1	-1.9	6
CC(C)(C)c1ccc2cc(F)cc(F)c2n1	0	6.1	.	-2	-0.7	-1	-3.2	.	.
CCOc1ccccc1OCC(=O)Nc1cc(C)on1	4	0.2	-0.1	1	-0.6	0	-1.1	-1.0	1
Cc1ccc(C)c(C(=O)CSc2nc(C)cc(=O)[nH]2)c1	?	-0.8	-0.5	15	1.5	-3	-4.1	-2.5	-6
CCN(CC)S(=O)(=O)c1ccc(Cl)c(C(=O)NC)c1	9	.	1.5	0	0.5	1	-0.4	-1.0	13
CCOC(=O)N1CCC(n2c(SCC(=O)c3ccccc3)nc3ccsc3c2=O)CC1	-3	-1.0	1.1	0	0.0	1	-1.1	1.6	2
Cc1cc(Br)ccc1SCC(=O)NCC(c1ccco1)N1CCCCC1 (configuration not stated)	8	0.0	-0.2	4	-3.2	0	-1.7	0.9	-1
Cc1ccccc1CN1CCN(CC(=O)NCc2ccccc2)C1=O	-2	.	2.7	-1	-3.0	-5	-3.0	-0.6	-4
CCOC(=O)n1c(=O)n(Cc2ccc(Cl)c(Cl)c2)c2ccccc21	-18	.	7.5	-2	-0.2	2	0.9	-2.7	13
COC(=O)CNC(=O)CSc1nc2sc(-c3ccccc3)cc2c(=O)n1-c1ccccc1	4	1.9	0.4	-2	1.4	1	-2.5	0.4	47*
O=C(c1cnc2n(c1=O)CCS2)N1CCc2ccccc21	-13	-1.4	-1.2	-10	-0.8	4	-1.0	-2.6	7
COc1ccnc(N=CNOCc2ccc(C)cc2)c1C#N	-2	-1.2	-0.5	-2	0.0	-1	-2.7	0.7	-2
C=CCN(CC=C)C(=O)C1CCN(Cc2ccc(OCc3ccccc3)cc2)CC1	?	11	-1.1	-4	-3.3	3	-2.4	0.5	-4
CC(NCCN(C)C)C1CCC2C3CCc4cc(O)ccc4C3CCC12C (configuration not stated)	-30	.	63*	-3	0.1	-2	-5.5	.	2
CCOC(=O)c1ccc(N2CCOCC2)c(NC(=O)c2ccc3c(c2)OCO3)c1	2	-1.4	2.7	1	-0.8	0	-2.7	-2.8	-1
COc1ccc2c(c1)C(C1C(=O)CCCC1=O)c1ccccc1O2 (configuration not stated)	3	0.0	-0.2	4	0.6	1	-1.3	-2.6	6
CC1CCCN(c2ccc3nncn3n2)C1 (configuration not stated)	6	-1.8	-0.1	-4	0.2	1	0.3	-0.6	19
CNC1(C)[C@H]2CC[C@H](C2)C1(C)C (some centres not stated)	-9	-0.1	0.1	7	-0.1	-2	-1.3	.	-2
CCn1c(CSc2nc3ccccc3s2)nnc1SCC(=O)c1ccc2c(c1)OCCO2	-9	-0.4	-0.2	-5	0.8	3	-1.4	0.7	4
COCCn1c(SCc2ccc(OC)c(F)c2)nnc1-c1ccncc1	-32	.	0.1	3	-6.6	0	-1.5	-0.6	2
Cc1cc2ncn(/N=C/c3ccc(-c4ccccc4)o3)c2cc1C	3	-1.3	-0.3	0	1.7	1	-2.0	-1.7	8
CCC(C)c1ccc(NC(=S)NN2CCOCC2)cc1 (configuration not stated)	-6	.	0.7	-6	-0.8	1	-1.2	3.3	3
COC(=O)C1=C(C)Nc2nc3ccccc3n2C1c1ccccc1F (configuration not stated)	.	-2.1	.	.	.	3	2.0	-0.8	3
COc1cc(C(C)=O)ccc1OCC(O)CNCC(O)c1ccccc1 (configuration not stated)	-17	1.4	1.2	-1	-3.9	21	.	3.0	12
COc1ccc(CCn2c(C)cc(C(=O)CSc3nc(N)cc(=O)[nH]3)c2C)cc1	-8	-0.5	0.3	-7	-1.4	-2	-12	.	-10
Cc1ccc(Cl)cc1N1CCN(C(=O)c2ccc(CN3CCOCC3)cc2)CC1	-14	3.0	2.5	-3	-0.9	-1	-1.2	0.3	2

Full records, looked up by structure:
COCCn1c(SCc2ccc(OC)c(F)c2)nnc1-c1ccncc1 as listed: BoNT-F LC inh: -32; Mtb BioA inh: .; PfHsp40 yeast: 0.1; Anthrax LF prot: 3; BoNT A protease: -6.6; Mtb FBA inh: 0; FadD28 binding: -1.5; Mtb UGM inh: -0.6; GDH-TPI counter: 2
COc1ccc(CCn2c(C)cc(C(=O)CSc3nc(N)cc(=O)[nH]3)c2C)cc1 as listed: BoNT-F LC inh: -8; Mtb BioA inh: -0.5; PfHsp40 yeast: 0.3; Anthrax LF prot: -7; BoNT A protease: -1.4; Mtb FBA inh: -2; FadD28 binding: -12; Mtb UGM inh: .; GDH-TPI counter: -10

(next part)
SMILES	BoNT-F LC inh	Mtb BioA inh	PfHsp40 yeast	Anthrax LF prot	BoNT A protease	Mtb FBA inh	FadD28 binding	Mtb UGM inh	GDH-TPI counter
C=CCn1c(=O)[nH]c(=O)c2c(N)c(C(=O)c3ccc(OC)cc3)sc21	2	-1.1	-1.7	-8	-0.2	1	0.2	.	30
CC1CCCN(C(=O)COC(=O)CNC(=O)c2ccc(Br)cc2)C1 (configuration not stated)	0	0.5	0.5	2	-0.7	-2	-2.8	-0.7	5
CCOC(=O)C1CCN(C(=O)c2[nH]c(C(F)(F)F)nc2-c2ccccc2)CC1	6	2.2	.	4	-0.8	1	0.6	.	.
CSc1ccccc1C(=O)NCc1ccc2c(c1)OCO2	-2	0.0	1.4	-2	0.8	3	-0.5	-13	-2
CC1Cc2ccccc2N1C(=O)CSc1nnc(Cn2nnc3ccccc32)n1C (configuration not stated)	-1	0.2	1.9	2	0.1	0	-1.8	1.8	3
Cc1c(C)c2cc(Cl)c(OCC(=O)Nc3ccccn3)cc2oc1=O	5	-1.0	.	-2	0.0	2	-3.4	.	-8
CN[C@@H](CO)C(=O)NC[C@H]1O[C@@H](n2cnc3c(=O)[nH]c(N)nc32)[C@H](O)[C@@H]1O	-3	0.8	.	11	-0.2	-1	-2.9	.	.
CN(C)CC(C)(C)CNS(=O)(=O)c1cccc(Cl)c1Cl	-7	-0.4	-0.2	1	-0.3	5	-0.5	0.6	2
CCNC(=S)N(CCc1ccc(S(N)(=O)=O)cc1)C1CC(=O)N(c2ccccc2)C1=O (configuration not stated)	0	.	1.3	-4	1.0	4	-1.0	1.8	0
O=c1c2ccccc2nc(/C=C/c2ccccc2O)n1-c1ccccc1O	-8	.	0.0	11	7.3	-1	-2.4	-4.5	14
CCN1C(=O)[C@H]2[C@@H](c3ccc(-c4ccc(C(C)=O)cc4)cc3)N3CCCC[C@@]3(C(=O)OC)[C@H]2C1=O	0	-6.1	4.4	-6	-0.8	-1	1.3	2.2	5
COC(=O)C1=C(Cn2cnc3ccccc32)NC(=O)NC1c1cc(C)ccc1C (configuration not stated)	-43	0.1	0.1	-1	-0.7	1	-1.5	4.9	6

Screens deposited in PubChem BioAssay by several laboratories.
